Screening results: PubChem BioAssay, several laboratories
Jurkat viability – cytotoxicity toward Jurkat T cells, primary screen, cytotoxicity control, cell-based, Jurkat E6.1, 60K MLSMR library | AID 463, 2006 | inhibition, % at 4 µM | Jurkat E6.1 viability, ATP luminescence, 48 h | 1.2% of 56,000 active;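 active = inhibition above the mean inhibition of all tested compounds plus 3 SD, cut at about 28% in these data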
5HT1E ag – 5-HT1E receptor agonists, primary screen, cell-based, HTS; 5-hydroxytryptamine receptor 1E (Homo sapiens), P28566; CHO 5-HT1E Ga15 NFAT-bla reporter, FRET; 0% DMSO wells, 100% control agonist wells; activation, % at 6 µM; 0.69% of 65,000 active; AID 574, 2007;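 active = activation above a set limit, the screen-wide mean activation plus 3 SD, cut at about 8.5% in these data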;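 also: 100% = positive control agonist at 1 µM giving full maximal response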
Target sequence (P28566 whole entry, looked up): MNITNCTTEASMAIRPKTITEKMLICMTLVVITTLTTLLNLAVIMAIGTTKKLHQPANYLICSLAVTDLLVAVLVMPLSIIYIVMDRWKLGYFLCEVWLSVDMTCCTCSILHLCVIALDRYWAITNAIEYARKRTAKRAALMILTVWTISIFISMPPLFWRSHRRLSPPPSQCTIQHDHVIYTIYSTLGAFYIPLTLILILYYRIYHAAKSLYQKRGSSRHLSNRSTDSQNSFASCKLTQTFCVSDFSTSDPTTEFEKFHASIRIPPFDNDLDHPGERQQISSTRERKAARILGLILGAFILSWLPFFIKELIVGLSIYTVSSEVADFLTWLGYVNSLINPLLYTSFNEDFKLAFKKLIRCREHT
M1 ag – M1 muscarinic receptor agonists, primary screen, CHO-M1 cells, Fluo-4 calcium, agonist mode; B-score at 10 µM; AID 626, 2007; Fluo-4 calcium fluorescence; active compounds read high; 3% of 64,000 active; Muscarinic acetylcholine receptor M1;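 active = fluorescence rise, raw or as B-score row- and column-corrected plate score, outside the 99.7% band of its plate's samples, either direction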
5HT1E antag – 5-HT1E receptor antagonists, primary screen, cell-based, HTS; inhibition, % at 6 µM; 5-hydroxytryptamine receptor 1E (Homo sapiens), P28566; 0.99% of 65,000 active; CHO 5-HT1E Ga15 NFAT-bla reporter, FRET, antagonist; AID 571, 2007;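 active = inhibition above a set limit, the mean inhibition across every tested compound plus 3 SD, cut at about 29% in these data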;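 also: signal is the 460 over 535 nm emission ratio of beta-lactamase substrate; 0% = agonist plus DMSO wells and 100% = wells without agonist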
S1P1 ag-PAM – S1P1 agonists and agonism potentiators, primary screen, cell-based, primary and confirmation screens, CRE-bla reporter; S1P1 CRE-bla cells, forskolin, beta-lactamase FRET, potentiator mode; S1P1 agonist co-added at EC20, 2 nM; 100% = saturating reference agonist, 0% = basal; Sphingosine 1-phosphate receptor 1 (Homo sapiens), P21453; activation, % at 9.5 µM; 0.57% of 56,000 active;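 active = activation above a cutoff set at the mean activation of all tested compounds plus 3 SD, cut at about 54% in these data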;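 also: forskolin at 4 µM as EC80 and the EC20 agonist is SEW2871; 100% = SEW2871 at its EC100 plus forskolin at EC80; some compounds past the cut are filed as inactive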
Target sequence (P21453 whole entry, looked up): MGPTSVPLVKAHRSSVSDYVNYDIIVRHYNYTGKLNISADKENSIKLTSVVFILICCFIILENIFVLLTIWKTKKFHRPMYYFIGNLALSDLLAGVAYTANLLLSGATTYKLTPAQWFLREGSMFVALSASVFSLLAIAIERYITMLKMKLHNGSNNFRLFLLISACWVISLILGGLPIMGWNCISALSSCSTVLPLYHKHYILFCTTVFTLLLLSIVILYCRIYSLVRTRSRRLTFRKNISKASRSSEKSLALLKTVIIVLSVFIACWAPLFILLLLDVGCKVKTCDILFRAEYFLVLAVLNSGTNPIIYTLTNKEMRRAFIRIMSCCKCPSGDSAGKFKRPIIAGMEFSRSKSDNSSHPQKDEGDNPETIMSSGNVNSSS
S1P3 ag – human S1P3 receptor agonists, primary screen, cell-based, primary and confirmation, NFAT-BLA reporter | Sphingosine 1-phosphate receptor 3 (Homo sapiens), Q99500 | S1P3 NFAT-BLA reporter cells, agonism, FRET ratio; relative to 1 µM S1P, basal subtracted | activation, % at 4.5 µM | 0.1% of 60,000 active;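 active = activation above the screen-wide mean plus 3 SD, cut at about 4.5% in these data, passing the limit was not always enough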; also: some compounds called inactive have numbers as strong as hits
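Benchmarks: high control 1 µM S1P / System: stable CHO line with human S1P3, Gα16, NFAT-BLA reporter / Dosing: single compound concentration, 4.5 µM final / Timing: 4 h compound at 37 °C, 2 h substrate at RT / Measured by: FRET β-lactamase substrate fluorescence, excitation 405 nm, 460/535 nm emission ratio, background-subtracted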
HTR1A agonist – human 5-HT1a receptor agonists, primary screen, cell-based, CHO, Ga15 NFAT-bla reporter; 5-hydroxytryptamine receptor 1A (Homo sapiens), P08908; CHO 5-HT1a Ga15 NFAT-bla reporter, FRET ratio; 0% basal, 100% maximal reference agonist; activation, % at 10 µM; 0.56% of 65,000 active;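 active = activation above the screen-wide mean activation plus 3 SD, cut at about 19% in these data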;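 also: 0% = DMSO wells and 100% = 5-CT at EC100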
M1 antag – antagonists of rat M1 muscarinic receptor. B-score at 10 µM. 3.4% of 64,000 active. AID 628, 2007. Muscarinic acetylcholine receptor M1 (Rattus norvegicus), P08482. CHO-M1 cells, Fluo-4 calcium, ACh EC80 antagonist mode; active compounds read low;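 active = calcium fluorescence response, raw or row-and-column corrected B-score, differing from the plate sample mean either way at a set confidence level, mostly lower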
5-HT1A blocker – human 5-HT1a receptor antagonists, primary screen, cell-based, CHO, Ga15 NFAT-bla reporter. 5-hydroxytryptamine receptor 1A (Homo sapiens), P08908. CHO 5-HT1a Ga15 NFAT-bla reporter, antagonist mode. 0.68% of 62,000 active. inhibition, % at 10 µM. AID 612, 2007;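 active = inhibition above the mean of all tested compounds plus 3 SD, cut at about 43% in these data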;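 also: receptor stimulated by 5-CT agonist at 100 nM near EC80; beta-lactamase reporter measured by ratiometric fluorescence of a cleavable substrate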
Active calls of the source: *; . = not tested or not shown.

SMILES	Jurkat viability	5HT1E ag	M1 ag	5HT1E antag	S1P1 ag-PAM	S1P3 ag	HTR1A agonist	M1 antag	5-HT1A blocker
N#Cc1c(N)nc2c(c1-c1ccccc1)CCCC2	0.3	0.8	-0.0623	6.5	-38.3	1.2	-1.6	0.105	2.4
O=C(O)c1ccc(CSc2ncn[nH]2)cc1	-3.4	-0.7	-0.0738	1.9	-8.6	-0.6	-2.2	0.137	8.4
O=C(O)C1CCCN1S(=O)(=O)c1ccc(Br)s1 (configuration not stated) (tested in a mixture with another compound)	-9.1	0.2	0.377	4.1	-2.0	0.7	-0.4	-0.0506	2.9
c1ccc(CCNc2c3c(nc4ncnn24)CCC3)cc1	7.3	-0.2	1.8	3.3	18.5	-1.7	1.0	-0.386	2.7
Cn1c(-c2ccc(F)cc2)cnc1NCc1ccc(C#N)cc1	-9.0	0.5	0.931	-1.6	9.8	-0.2	-0.9	-3.4*	-5.2
Cn1c(=O)oc2cc(S(=O)(=O)N3CCC(C(=O)NCc4cccs4)CC3)ccc21	-10.5	-1.2	-0.0807	4.0	-11.5	-0.3	-3.2	-0.363	-7.1
CCCC(=O)NCCc1cc2ccc(OC)cc2[nH]c1=O	6.2	0.0	0.134	4.5	1.6	-0.8	-1.1	-0.0353	0.4
CCOC(=O)Cn1cc(C(=O)OC)c2ccccc21	4.1	0.3	-0.171	-14.9	6.3	-0.2	-0.7	-0.0831	7.1
CN1Cc2sc(N)c(C#N)c2CC1(C)C	4.2	0.6	0.445	-1.9	-6.7	-0.9	-0.5	-0.628	7.2
CCOc1cc(C(=O)N2CCc3cc(OC)c(OC)cc3C2)ccc1OC(F)F	98.3*	0.8	-0.0216	90.1*	-10.4	-0.2	-3.8	0.531	60.5*
COc1ccc(-c2csc(NC(C)=O)n2)cc1OC	-2.8	0.8	0.504	3.7	.	0.6	-0.2	0.0485	2.1
Cc1ccccc1C(=O)NCCN=C1NS(=O)(=O)c2ccccc21	3.3	0.4	-0.394	0.6	-10.6	-0.7	-0.7	-0.172	1.1
COc1cccc(-c2cc(C(=O)Nc3cc(C)n(Cc4ccc(Cl)cc4)n3)no2)c1	12.3	0.3	-0.0483	1.0	23.8	-1.1	-4.5	0.227	24.5
O=C(Cn1ncc2c1-c1ccccc1OC2)Nc1ccc(Cl)cn1	12.0	-0.4	-0.489	10.1	11.6	-0.6	-0.3	-0.215	12.4
Cn1ncc2c1ncn1nc(CCc3ccccc3)nc21	-7.0	-1.0	2.05	2.6	15.2	-0.5	-0.9	-1.09	1.7
CC1CCC(N2CCN(S(C)(=O)=O)CC2)CC1 (configuration not stated)	-2.2	-0.2	1.48	4.1	-0.4	-0.5	-0.9	-0.119	-3.4
CN1CCN(C(=O)CSc2nc(-c3ccncc3)ccc2C#N)CC1	.	-0.1	0.297	6.8	-14.4	-3.5	0.0	-2.33	.
CCOC(=O)C1=C(C)NC(=O)NC1c1ccc(N(C)C)cc1 (configuration not stated)	-12.1	0.4	0.52	-5.0	14.5	0.4	-0.1	-0.271	-8.4
CC(CC(=O)O)NCC1COc2ccccc2O1 (configuration not stated)	-2.9	-0.7	-0.345	-1.9	5.0	-1.0	-0.2	-0.0394	1.4
Cc1ccc(CS(=O)(=O)Cc2ccc(C(=O)NCc3cccnc3)o2)cc1	3.3	-0.3	-0.56	-7.2	4.3	0.8	-2.8	0.308	0.4
O=C(C1CC1)N1CCc2cc(Br)cc(S(=O)(=O)N3CCOCC3)c21	.	0.1	3.01*	-3.0	.	.	-1.2	0.0762	-4.8
CC(C)[C@H](NC(=O)NC1CCCC1)C(=O)O	-4.5	0.5	0.0181	-4.2	-24.8	-0.5	-5.5	0.938	-15.0
CC(=O)NC(Cc1ccc(F)cc1)C(=O)N1CCN(C(=O)NCc2ccccc2)CC1 (configuration not stated)	-11.9	-0.7	0.764	1.0	4.0	0.1	-0.6	1.29	-2.7
CCn1c(COc2ccc(C)cc2)nnc1SCC(=O)Nc1cc(OC)ccc1OC	4.0	1.3	0.527	-8.7	-3.3	0.0	-1.3	0.0496	3.4
Cc1ccc(-c2cc(C(=O)Nc3cc(C)ccc3C)[nH]n2)c(O)c1	5.2	0.8	-0.152	1.4	-1.7	-1.5	-0.8	-0.00594	-0.9
O=C(NCCCN1CCN(c2cccc(Cl)c2)CC1)C1CCC(=O)N1Cc1ccccc1Cl (configuration not stated)	11.5	13.7*	-0.788	-5.3	-9.3	0.3	6.7	-2.04*	37.0
Cc1cc(N(C(=O)c2ccco2)C(C(=O)NC2CCCCC2)c2ccccc2)ccc1-n1cnnn1 (configuration not stated)	-5.8	0.5	0.53	-3.8	-0.7	-1.2	0.0	0.129	-2.7
Cn1c(CCN2CCCCCC2)nc2cc(NC(=O)Nc3ccccc3)ccc21	0.3	1.0	0.00521	-2.0	13.0	-0.4	1.0	-12.1*	-10.2
Cc1c(C(=O)O)c(-c2ccccc2)nn1-c1ccccc1	-0.9	0.2	-0.361	-1.6	-15.0	-0.8	0.5	-0.0395	-1.6
O=C(CSc1nc(O)c(Cc2ccccc2)c(=O)[nH]1)Nc1ccccc1	-1.5	-0.1	0.547	-7.5	-14.8	-0.8	-3.0	-0.00662	-8.6
COc1ccc(-n2c(SCC(=O)Nc3cc(C)on3)nc3ccc(O)cc3c2=O)cc1OC	-5.2	1.3	-0.0156	1.6	-15.8	-0.2	-0.3	0.284	-4.6
COc1ccc(S(=O)(=O)N(CC(=O)N2CCN(C)CC2)C2CCCCC2)cc1OC	-2.0	0.0	0.0864	-7.8	5.8	-0.1	-4.2	-0.663	-10.8
CCOC(=O)Cn1c(=O)oc2cc(S(=O)(=O)N3CCCc4ccccc43)ccc21	-2.5	0.2	-0.537	5.1	4.3	-0.3	0.6	-0.198	-1.4
S=C(c1ccc(-c2ccc(Cl)c(Cl)c2)o1)N1CCOCC1	7.3	0.7	-1.23	2.7	-11.1	-1.5	4.8	-0.677	4.5
CCOC(=O)c1ccc(-c2ccc(C(=O)Nc3cccnc3)o2)cc1	-1.9	0.2	0.197	10.9	-6.4	0.3	-3.3	0.448	1.1
CCOC(=O)c1[nH]c2ccc(OCC)cc2c1NC(=O)CN1CCN(c2ccccn2)CC1	-4.2	0.6	0.998	-4.8	10.7	-0.5	-0.8	-2.51*	-30.7
CCOC(=O)CC1=C(C#N)C(c2cccnc2)C(C(=O)OCC)=C(N)O1 (configuration not stated)	.	-0.5	-0.951	-2.1	.	.	-1.3	0.608	14.0
COc1ccc(C2C(C(=O)N3CCN(c4ccccn4)CC3)CC(=O)N2c2ccc(OC)cc2)cc1 (configuration not stated)	.	-0.2	1.05	2.0	.	.	3.0	-0.342	-19.5
CC(NC(=O)c1ccccc1)C(=O)NC1=NCCS1 (configuration not stated)	-1.2	0.6	1.5	6.4	-4.6	2.6	-1.4	0.269	-5.5
CCn1cnc2scc(-c3ccccc3)c2c1=O	3.7	0.5	-1.19	13.6	-27.3	-0.3	-0.1	10.4*	0.5
O=C1C2C3C=CC(C3)C2C(=O)N1c1ccccc1 (configuration not stated)	5.4	-0.4	1.07	27.0	.	-0.1	-0.7	0.464	-7.2
O=C(Nc1ccc2c(c1)OCO2)c1cccc2c1C(=O)N(C1CCCCC1)C2	-3.5	0.3	.	-4.3	-24.9	-0.1	2.2	.	-5.4
Cn1c(NCc2ccccc2)nc2c1c(=O)n(Cc1ccccc1)c(=O)n2C	.	0.3	-0.338	-2.5	11.2	-2.7	-1.4	-0.469	.
COc1cccc(-c2nc(-c3ccccn3)no2)c1OC	-11.4	0.8	0.173	7.8	8.1	-1.2	-1.4	0.213	-1.4
Cn1c(=O)c2c(nc(N3CCCCCC3)n2CC(O)COc2ccc(Cl)cc2)n(C)c1=O (configuration not stated)	3.3	-0.2	2.55	-4.1	-15.8	0.0	1.3	0.00562	-6.6
COCc1c(C(=O)OCC(=O)c2c(N)n(CC(C)C)c(=O)n(C)c2=O)oc2ccccc12	13.7	0.1	1.27	4.1	16.1	-1.2	2.7	0.0817	28.4
COc1ccc(C2CC(=O)C3=C(C2)Nc2ncnn2C3c2ccccc2)cc1 (configuration not stated)	8.6	0.1	-0.866	-12.2	-3.9	0.0	-0.1	-0.00166	4.5
COc1cc(-c2n[nH]c(=O)o2)cc(OC)c1OC	-3.0	0.8	0	6.3	-9.0	-0.3	-5.6	0.502	-15.2
Nc1ccc(O)c(-c2nc3ccccc3s2)c1	-0.2	1.4	-0.677	4.3	.	-0.9	-2.7	0.528	6.0
C/C(=N\O)C1/C(=N/O)CC2C1C2(C)C (configuration not stated)	.	0.3	0.548	-1.3	.	.	0.1	0.516	4.6
Clc1ccc(-n2ncc3c(NCc4ccccn4)ncnc32)cc1	.	0.2	0.199	-0.3	-24.2	-2.6	2.8	0.616	.
COc1cccc(CNc2ccc3c(c2)ncn3C(C)C)c1OC	2.3	0.4	-2.39	2.9	9.9	-1.5	-2.0	-0.0093	11.0
O=C(NC1CCCCCCC1)C1CCCN(S(=O)(=O)c2cnc[nH]2)C1 (configuration not stated)	3.9	-0.2	-0.469	4.3	-17.1	-1.0	-4.9	0.056	12.9
Cc1ccccc1NS(=O)(=O)c1ccc(NC(=O)c2ccco2)cc1	9.4	-1.0	-1.45	1.3	6.4	0.5	-0.6	-0.0263	1.9
CC(C)(C)NC(=O)Cn1nnc(-c2ccccc2Cl)n1	-3.3	-0.5	-0.75	-4.0	-7.9	-1.2	-3.0	-0.0557	3.2
CCn1ccnc1C(O)c1cccc(OC)c1 (configuration not stated)	1.2	0.5	1	-0.6	4.9	-1.3	-3.0	-0.763	0.3
COc1ccccc1NC(=O)N(Cc1cc2cc(OC)c(OC)cc2[nH]c1=O)CC1CCCO1 (configuration not stated)	-7.0	-0.3	1.42	-6.3	-21.5	0.3	-1.9	-0.52	10.4
Cc1ccc(O)c(C(=O)c2cnn(C(=O)Cc3csc(C)n3)c2)c1	.	-0.9	0.577	2.7	.	.	-2.3	0.174	15.1
CCCn1c(=O)c(C(=O)Nc2nnc(CC)s2)c(O)c2ccccc21	8.2	0.0	-0.468	7.1	-0.8	-1.1	-2.5	-0.0486	16.1

3 of the entries above in order of their number in M1 ag, highest first:
| SMILES | M1 ag |
| --- | --- |
| CCn1ccnc1C(O)c1cccc(OC)c1 (configuration not stated) | 1 |
| C/C(=N\O)C1/C(=N/O)CC2C1C2(C)C (configuration not stated) | 0.548 |
| O=C(NC1CCCCCCC1)C1CCCN(S(=O)(=O)c2cnc[nH]2)C1 (configuration not stated) | -0.469 |
